SIRT5 block: inhibitors of human sirtuin-5 desuccinylase; Q9NXA8; Purified SirT5, succinyl-peptide AMC, trypsin-coupled fluorescence; inhibition, % at 15 µM; 1.1% of 330,000 active; AID 652115; in the data active = inhibition above about 15%; inconclusive = no clear call, values can overlap the other calls
Target sequence (Q9NXA8 whole entry, looked up): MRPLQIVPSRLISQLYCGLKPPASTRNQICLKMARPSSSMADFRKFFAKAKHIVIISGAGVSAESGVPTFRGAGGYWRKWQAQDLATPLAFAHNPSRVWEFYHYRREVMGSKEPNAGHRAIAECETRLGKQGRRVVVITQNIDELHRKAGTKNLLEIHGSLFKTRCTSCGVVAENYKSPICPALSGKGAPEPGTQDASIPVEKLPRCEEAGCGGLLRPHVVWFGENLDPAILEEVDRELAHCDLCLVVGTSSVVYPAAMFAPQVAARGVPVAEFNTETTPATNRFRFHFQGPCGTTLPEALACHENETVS
esBAF inh: inhibitors of esBAF chromatin remodeling in mouse ES cells; Bmi1-luciferase knock-in reporter, 24 h; 100% = twice the neutral-well signal; reporter increase, % at 12.5 µM; 2% of 350,000 active; in the data active = activation above about 40%; inconclusive = no clear call, values can overlap the other calls;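 also: 0% = median of the plate's neutral control wells and 100% = double that signal; a rise in the Bmi1 reporter signal indicates esBAF inhibition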
miR-122 sensor: miR-122 inhibition in Huh7 cells | Huh7 miR-122 Renilla luciferase sensor, 48 h; neutral wells = 0, positive control = 100 | activation (reporter increase), % at 12.5 µM | 0.3% of 340,000 active;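 active = mean replicate activation score at least 90 and every replicate individually at or above 90; inconclusive = only one of the two criteria met; inactive = neither criterion met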;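 also: higher luciferase means less miR-122 activity so hits act as miR-122 inhibitors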
ERp5 inh: ERp5 (human) disulfide isomerase inhibition. inhibition, % at 9.99 µM. ERp5 insulin aggregation, absorbance 650 nm, 90 min. Q15084. AID 651711. 0.05% of 350,000 active;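 active = mean replicate inhibition above about 25%, with every replicate also reaching it, limit read from the data, passing the limit was not always enough; inconclusive = only one of those two criteria met; inactive = neither criterion met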
Target sequence (Q15084 whole entry, looked up): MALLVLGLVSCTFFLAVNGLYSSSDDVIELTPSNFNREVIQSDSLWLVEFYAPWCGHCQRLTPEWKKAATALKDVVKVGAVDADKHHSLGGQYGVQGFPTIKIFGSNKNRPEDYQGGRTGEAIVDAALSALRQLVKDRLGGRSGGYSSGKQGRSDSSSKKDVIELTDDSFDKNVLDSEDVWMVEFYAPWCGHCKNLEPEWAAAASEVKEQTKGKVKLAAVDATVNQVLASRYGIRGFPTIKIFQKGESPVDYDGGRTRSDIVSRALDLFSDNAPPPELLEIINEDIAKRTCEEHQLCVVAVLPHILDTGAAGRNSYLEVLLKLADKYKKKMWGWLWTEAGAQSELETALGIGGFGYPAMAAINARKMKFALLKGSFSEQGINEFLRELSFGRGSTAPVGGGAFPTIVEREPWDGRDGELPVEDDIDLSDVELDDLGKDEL
ARNT TACC3 PPI: ARNT/TACC3 interaction disruption; AlphaScreen His-ARNT PAS-B/GST-TACC3 binding, luminescence; TACC3 fragment carries E629A point mutation; inhibition, % at 9.99 µM; 0.66% of 390,000 active; AID 623870;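 active = mean inhibition of replicates at least 50% and at least half of replicates each reaching 50%; inconclusive = half or more replicates reach 50% but mean below 50%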;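 also: 0% = complete ARNT plus TACC3 wells and 100% = ARNT alone without TACC3; many hits fall short of the cut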
Cneo AK release: Cryptococcus neoformans lysis via adenylate kinase release; C. neoformans lysis, adenylate kinase release luminescence, 4 h; normalised: neutral wells 0, clomiphene wells 100; lysis activity, % at 15 µM; AID 651654; 0.2% of 360,000 active;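 active = mean lysis activity across replicates of at least 80%, whatever share of replicates individually reach that level; inactive = mean lysis activity below 80%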
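Material: C. neoformans cells | Amount: Yeast cell density of 5 × 10^6 cells/mL | Medium: Fresh YPD growth medium | Dosing: Single dose | Times: Static 4 h at 37 °C with compound, 1 h detection | Detection: AK luminescence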
Statin myotox sup: protects C2C12 myotubes from simvastatin toxicity; ATP luminescence, 48 h; scaled: DMSO 0, geranylgeraniol control 100; rescue of ATP level, % at 7.49 µM; 0.78% of 330,000 active; AID 602340;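 active = mean ATP rescue above about 67%, or every replicate alone reaching that limit, limit read from the data, passing the limit was not always enough; inconclusive = no clear call, values can overlap the other calls; inactive = mean under the limit and some replicate under it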;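 also: myotubes were challenged with 10 µM simvastatin during compound exposure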
* hit, by the source's call; ? = inconclusive; . = no result given; [ ] = dose if it differs, or a comment. An unsorted share of the library. Share with any hit: about 4%.

SMILES | SIRT5 block | esBAF inh | miR-122 sensor | ERp5 inh | ARNT TACC3 PPI | Cneo AK release | Statin myotox sup
Cc1ccc(N(C(=O)c2csnn2)C(C(=O)NC2CCCC2)c2ccccn2)c(C)c1 (configuration not stated) | -1 | -3 | . | 4 | -6 | -8 | 14
Cc1ccc2cc(C#N)c(N3CCN(C(=O)c4ccccc4)CC3)nc2c1 | 1 | -5 | -2 | -3 | 1 | -1 | 19
CCOc1ccccc1OCCCNCc1ccccc1 | -1 | 7 | . | 6 | 2 | -1 | -4
CC1(c2nc3ccccc3[nH]2)CCC(=O)N1Cc1cccs1 (configuration not stated) | 12 | 0 | -2 | 3 | . | 15 | 3
C[C@H](CO)N1C[C@H](C)[C@H](CN(C)S(=O)(=O)c2ccc(F)cc2)Oc2ccc(NC(=O)C3CC3)cc2CC1=O | 0 | 4 | -3[16.7 µM] | 0 | 1 | 9 | -11
O=C(Nc1cccc(NC(=O)c2cccnc2Cl)c1)c1ccco1 | . | -1 | 3 | . | -5 | . | -12
Cc1ccc(CN2[C@@H](c3ccccc3)COCCS2(=O)=O)cc1 | -5 | -1 | 3 | -5 | -5 | 1 | 0
CCc1nnc(NC(=O)CN2CCN(c3nc(-c4ccccc4)cs3)CC2)s1 | . | . | -10 | . | -1 | 0 | .
O=C(CSc1nnc(-c2ccc(Br)cc2)n1CCc1ccccc1)NC1CCS(=O)(=O)C1 (configuration not stated) | -3 | . | . | -4 | -1 | . | .
COc1ccc(-c2c(-c3cc(OC)cc(OC)c3)n(C)c3ccc(-c4ccc5cc[nH]c5c4)cc23)cc1 | . | -9 | 16 | -1 | 1 | 0 | 12
CC(=O)N(C)C[C@H]1Oc2cc(-c3ccccc3F)ccc2S(=O)(=O)N([C@@H](C)CO)C[C@H]1C | -1 | 5 | 7[16.7 µM] | 4 | -1 | -4 | -1
NC(=O)CN1CCN(C(=O)Nc2ccccc2)CC1 | . | 0 | 6 | -2 | . | 1 | 2
CC(C)Oc1ccc(C(=O)NCCCNC(=O)c2ccccn2)cc1 | 17* | 0 | 0 | -1 | -2 | -6 | 2
CCOC(=O)NNC(=O)CCn1c2c(c3ccccc31)CCCC2 | -5 | . | . | 2 | 0 | . | .
Cc1ccc(NC(=O)CN(C)CC(=O)Nc2ccc3c(c2)OCO3)cc1 | 1 | -5 | 2 | 2 | . | 7 | -5
O=C(NCc1ccccc1)C1CC(=O)N(C2CCCCCC2)C1 (configuration not stated) | -1 | -6 | -4 | -1 | -5 | 3 | 8
Cn1c(N)c(C(=O)CCl)c(=O)n(C)c1=O | . | -1 | -5 | -7 | -26 | 8 | 5
C[C@@H]1CCCCO[C@@H](CN(C)S(=O)(=O)c2ccc(Cl)cc2)[C@H](C)CN([C@H](C)CO)C(=O)c2cc(NS(=O)(=O)c3ccccc3)ccc2O1 | -1 | -8 | -14[16.7 µM] | 0 | -3 | 3 | 3
COc1ccc(-c2[nH]ncc2CNCC(C)(C)N2CCOCC2)cc1F | -2 | 1 | -3 | -4 | . | 2 | 88*
N#Cc1cc(C(=O)c2cc(Cl)ccc2O)cn(CC2CCCO2)c1=O (configuration not stated) | . | 5 | 11 | . | -27 | 0 | 5
O=C(NCC(c1ccco1)N1CCN(c2ccccc2)CC1)C(=O)NC1CCCC1 (configuration not stated) | -3 | . | -2 | -2 | 3 | 0 | 20
COCCN(Cc1ccc(C)c(Br)c1)C(=O)Cn1cnc(S(=O)(=O)N2CCCC2)c1 | -1 | 0 | 2 | 5 | -5 | 9 | 5
O=Nc1c2nc3ccccc3n(O)c-2c2ccccc12 | . | 48* | -12 | . | 16 | -1 | -2
CCOc1ccc(NC(=O)COc2cccc3c2CCN(Cc2cccnc2)C3=O)cc1 | -1 | . | -5 | -2 | 7 | 5 | .
C/C(=N\NC(=O)c1cc(C)nc2ccccc12)c1ccccn1 | 1 | -61 | . | 1 | . | 4 | -47

2 records picked at random from those above:
SMILES | SIRT5 block | esBAF inh | miR-122 sensor | ERp5 inh | ARNT TACC3 PPI | Cneo AK release | Statin myotox sup
CC(C)Oc1ccc(C(=O)NCCCNC(=O)c2ccccn2)cc1 | 17* | 0 | 0 | -1 | -2 | -6 | 2
N#Cc1cc(C(=O)c2cc(Cl)ccc2O)cn(CC2CCCO2)c1=O (configuration not stated) | . | 5 | 11 | . | -27 | 0 | 5

(list continues)
SMILES | SIRT5 block | esBAF inh | miR-122 sensor | ERp5 inh | ARNT TACC3 PPI | Cneo AK release | Statin myotox sup
CCOCCCn1c(NN)nc2ccccc2c1=O | -4 | . | . | -1 | 1 | . | .
CC(C)c1ccc(NC(=O)c2ccccc2NC(=O)C2CC=CCC2C(=O)O)cc1 (configuration not stated) | -1 | 51* | -6 | 10 | -3 | -3 | -4
Cc1ccc(-c2csc3nnc(SCc4csc(C)n4)n23)cc1 | . | -3 | -6 | . | -3 | 1 | 36
CN(C)c1ccc(C(=O)c2ccccc2)cc1 | . | 58* | 2 | . | -4 | 0 | -1
COc1ccc(Nc2cc(C(=O)NC3CCCC3)c3ccccc3n2)c(OC)c1 | -4 | 5 | 1 | . | 0 | 7 | 23
COc1ccc(S(=O)(=O)Nc2ccc3c(c2)C(=O)N([C@@H](C)CO)C[C@H](C)[C@@H](CN(C)C(=O)Nc2ccc(F)cc2)OCCCC[C@@H](C)O3)cc1 | 16* | -3 | 14[16.7 µM] | 0 | -13 | 1 | 0
Cc1ccc2c(c1)N(CCC(=O)NC1CCCCC1)C(=O)CO2 | -6 | -6 | -4 | 2 | -14 | -1 | -2
O=C(/C=C/c1ccc(Cl)cc1)NC(=S)Nc1ccc(C(=O)O)cc1 | 7 | 1 | -11 | 1 | 3 | -1 | 6
CCCNC(=O)c1ccc2c(=O)c(O)c(-c3ccsc3)[nH]c2c1 | . | -29 | 10 | . | 7 | -2 | -49
CN(CC(=O)NNC(=O)CNC(=O)c1cccs1)S(=O)(=O)c1ccc(Cl)cc1 | 1 | . | . | 0 | -22 | . | .
OCC1(Cc2ccccc2Cl)CCN(C/C=C/c2ccccc2)CC1 | -3 | -3 | 6 | -3 | 1 | -1 | -14
C[C@@H]1CN([C@@H](C)CO)C(=O)c2cc(-c3cccc(F)c3)cnc2O[C@@H]1CN(C)CC1CCOCC1 | -4 | 4 | -10[16.7 µM] | -2 | 4 | -2 | -10
CC(C)c1ncc(S(=O)(=O)c2ccc(C(F)(F)F)cn2)c(N)n1 | 2 | . | . | 0 | -6 | . | .
O=C(Nc1nc2ccsc2c(=O)s1)c1ccc(Cl)cc1 | -1 | . | -1 | 5 | -5 | 5 | .
CCOC(=O)N1CCN(S(=O)(=O)c2ccc(OCC(=O)OC)c(Cl)c2)CC1 | 1 | 0 | . | -5 | -7 | -1 | -9
Cc1cn([C@H]2C[C@H](O)[C@@H](/C=C/C(=O)NCc3ccco3)O2)c(=O)[nH]c1=O | -1 | -1 | -4 | -1 | . | 1 | -3
Cc1ccccc1-c1nn(-c2ccc(F)cc2F)cc1CNCC(C)O (configuration not stated) | -3 | -3 | -6 | -2 | -41 | -1 | 6
Cc1c(C)n2c(SCC(=O)NC3CCCCC3)nnc2[nH]c1=O | -1 | -5 | -10 | -2 | -1 | . | 11
CC(C)(C)c1ccc(-c2nnc(SCC(=O)NCC3CCCO3)n2N)cc1 (configuration not stated) | 1 | 11 | 6 | -11 | -23 | -3 | -1
CC(C)CC1NC(=O)N(CC(=O)N2CCCc3ccccc32)C1=O (configuration not stated) | -3 | . | . | -2 | -7 | . | .
N#C/C(=C\c1ccccc1)c1ccccn1 | -1 | . | . | -1 | -1 | . | .
O=C(Nc1cccc(F)c1)C1CCCN(S(=O)(=O)c2cccc3cccnc23)C1 (configuration not stated) | 0 | 0 | . | -2 | 2 | -3 | -11
C[C@@H]1CCCCO[C@@H](CN(C)CC2CC2)[C@H](C)CN([C@@H](C)CO)C(=O)c2cc(NC(=O)Nc3ccc(F)cc3)ccc2O1 | 0 | -3 | 11[16.7 µM] | 0 | 5 | -1 | 19
CCOc1ccc(CCNC(=O)CCS(=O)(=O)c2ccc(C)cc2)cc1OCC | 0 | 5 | . | -3 | -8 | -1 | -1
Cc1ncc(CO)c(CO)c1O | -4 | -2 | -5 | 7 | 16 | 5 | 4

One compound at a time, as listed above. Order of values: SIRT5 block	esBAF inh	miR-122 sensor	ERp5 inh	ARNT TACC3 PPI	Cneo AK release	Statin myotox sup
Record of O=C(CSc1nnc(-c2ccc(Br)cc2)n1CCc1ccccc1)NC1CCS(=O)(=O)C1 (configuration not stated) = -3	.	.	-4	-1	.	.
Record of Cc1ccc(-c2csc3nnc(SCc4csc(C)n4)n23)cc1 = .	-3	-6	.	-3	1	36

The listing continues:
SMILES | SIRT5 block | esBAF inh | miR-122 sensor | ERp5 inh | ARNT TACC3 PPI | Cneo AK release | Statin myotox sup
CN(C)CCN(C)C1CN(Cc2ccc([N+](=O)[O-])cc2)S(=O)(=O)C1 (configuration not stated) | -7 | -2 | -5 | -3 | . | 0 | 3
COc1cccc(C(=O)Nc2nc3ccc(S(C)(=O)=O)cc3s2)c1 | -3 | 51* | 0 | 4 | -1 | 3 | -14
O=C1CCC(C(=O)N2CCSCC2)CN1Cc1ccc(Cl)cc1 (configuration not stated) | -1 | 10 | -1 | 0 | 2 | 0 | 1
C[C@H]1CN([C@@H](C)CO)C(=O)c2c(c3ccccc3n2C)-c2ccccc2CO[C@@H]1CN(C)C(=O)Nc1ccc(F)cc1 | 1 | -1 | . | . | 1 | -1 | .
Cc1ccc(C(=O)Nc2nc(C(N)Cc3ccc(C(F)(F)F)cc3)cs2)cc1 (configuration not stated) | . | -1 | -5 | 7 | . | 0 | -5
O=S(=O)(c1ccccc1Br)N1CCC(O)(c2cccnc2)CC1 | -1 | . | . | 9 | -16 | . | .
CCOC(=O)c1cn(CC)c2ccc(Br)cc2c1=O | . | 3 | 2 | . | 1 | 6 | .
CCOC(=O)Cn1cnc2sc3c(c2c1=O)CCC3 | . | 1 | 1 | . | -5 | . | -2
O=C(OCC1OC(n2cc(Br)c(=O)[nH]c2=O)C(Br)C1O)c1ccccc1 (configuration not stated) | -3 | -6 | -11 | 3 | 2 | 4 | ?
CCCn1nnc(NC(=O)c2ccc3c(c2)OCO3)n1 | -3 | 16 | . | 0 | -5 | . | -2
CC(=O)c1cccc(N2C(=O)C3C(C(=O)Nc4cc(C)on4)C4(C)C=CC3(O4)C2C(=O)NC(C)(C)C)c1 (configuration not stated) | -2 | -7 | 1 | -7 | -1 | 4 | 4
CN(C)C(=O)CN1CCN(C(=O)CCl)CC1 | -2 | 3 | -6 | -5 | -1 | 2 | 7
CCCOc1ccc(/C=C2\SC(N)=NC2=O)cc1OC | -4 | 5 | -1 | 6 | 1 | 1 | -1
COc1cc(Cl)c(C)cc1NC(=O)COC(=O)C1=COCCO1 | -2 | -3 | -2 | -1 | -2 | . | 5
Cc1ccccc1C(=O)NC(=S)N(Cc1ccccc1)c1ccccn1 | 0 | 19 | -7 | -2 | -1 | -2 | -2
COC(=O)C(NC(=O)c1ccco1)(Nc1ccc(Br)cn1)C(F)(F)F (configuration not stated) | . | -1 | 0 | . | 10 | 2 | .
CCOC(=O)Cc1csc(NC(=O)c2ccc(Cl)nc2)n1 | . | 0 | 1 | . | -6 | 3 | 0
C[C@@H]1CN([C@H](C)CO)C(=O)c2cc(C3=CCCCC3)cnc2O[C@H]1CN(C)C(=O)c1ccncc1 | 3 | 0 | 0[16.7 µM] | 12 | -1 | 1 | -6
O=C(O)CC/C(=N\NC(=O)CNC(=O)/C=C/c1ccccc1)c1ccccc1 | 0 | -1 | -5 | -1 | -5 | -2 | 13
CCC/C(O)=C1\C(=O)CCCC1=NCCc1ccc(OCC)c(OCC)c1 | -4 | . | . | -5 | -11 | . | .
CC(C)=NOc1nc(N2CCOCC2)nc(N2CCOCC2)n1 | -4 | . | 3 | 2 | . | 7 | .
C[C@@H]1CN([C@@H](C)CO)C(=O)c2cc(NC(=O)Nc3ccccc3)ccc2O[C@@H]1CN(C)C(=O)Nc1cccc2ccccc12 | 1 | 11 | 17[16.7 µM] | -3 | 3 | 108* | -41
CCn1c(SCC(=O)Nc2nc(C)cs2)nnc1-c1ccncc1 | 5 | -4 | 1 | 5 | 14 | 2 | -3
